# Source: PubChem (Sanford-Burnham Center for Chemical Genomics)
# HKDC1 inh = blocks human hexokinase HKDC1 activity; Q2TB90; recombinant HKDC1, G6PDH/diaphorase resazurin coupled fluorescence; inhibition, % at 20 µM; 340,000 tested, 0.16% active;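 active means inhibition above about 35% when tested at 20 µM, limit read from the data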;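 further: plate controls were DMSO wells with enzyme for no effect and DMSO wells lacking enzyme for full effect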
#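 Test system: HK5 enzyme. Quantity: 5 µg/mL HK5 final. Reagent: glucose and ATP substrates. Schedule: 90 min reaction incubation at room temperature, dark. Technique: resazurin-to-resorufin fluorescence via G6PDH and diaphorase coupling, 525/613 nm. Control set: DMSO wells with and without enzyme mix.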
# GRIN3A LBD mod = NR3A (human) ligand-binding domain modulation; NR3A LBD differential scanning fluorimetry, Tm shift; 0% = protein alone, 100% = glycine-bound protein; Tm shift relative to glycine control, % at 25 µM; 340,000 tested, 2.5% active; AID 1259313;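 active means melting temperature shift of at least 10% of the positive control shift, at one fixed dose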
# SENP6 block = SENP6 protease inhibition; Q9GZR1; Recombinant SENP6 catalytic domain, aminoluciferin luminescence; inhibition, % at 10 µM; 330,000 tested, 1.8% active; AID 2599;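 active means inhibition above about 50% at the single tested dose, limit read from the data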;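 further: plate controls were DMSO wells with enzyme for no effect and DMSO wells lacking enzyme for full effect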
# SENP8 block = SENP8 (human) protease inhibition; Q96LD8; AID 602440; inhibition, % at 20 µM; 360,000 tested, 0.64% active; recombinant SENP8, Nedd8 substrate fluorescence; in the data active means inhibition mostly above about 40%, no sharp cut-off; inactive means mostly below about 27%
# Target sequence (Q96LD8 whole entry, looked up): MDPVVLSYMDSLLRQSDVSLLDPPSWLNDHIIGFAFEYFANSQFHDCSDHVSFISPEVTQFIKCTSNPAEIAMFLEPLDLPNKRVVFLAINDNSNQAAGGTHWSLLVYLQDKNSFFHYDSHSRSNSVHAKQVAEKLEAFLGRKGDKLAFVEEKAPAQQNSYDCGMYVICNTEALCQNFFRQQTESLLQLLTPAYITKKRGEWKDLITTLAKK
# MPTP block = permeability transition pore inhibition; isolated mouse mitochondria, Ca2+ swelling absorbance, 30 min; inhibition, % at 10 µM; 360,000 tested, 1.4% active; AID 602449;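 active means inhibition of 50% or more, scaled per plate between neutral and stimulator controls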;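 further: 0% = DMSO wells given calcium and 100% = 1 mM EGTA wells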
# PfG6PD inh = PfG6PD (Plasmodium falciparum) enzyme inhibition. PfGluPho enzyme, NADPH resazurin-diaphorase fluorescence. inhibition, % at 20 µM. 350,000 tested, 0.78% active. AID 504690;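 active means inhibition reaching at least a set limit at 20 µM in the primary screen, cut at about 59% in these data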;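 further: 0% = DMSO wells with substrate and 100% = DMSO wells lacking glucose-6-phosphate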
# ATG4B inhibitor = blocks human ATG4B protease cleavage of LC3 substrate; ATG4B cleavage of LC3-PLA2, NBD-HPC fluorescence, 1 h; inhibition, % at 8.33 µM; 340,000 tested, 0.51% active; AID 504462; in the data active means inhibition above about 40%
# Target sequence (Q9Y4P1 whole entry, looked up): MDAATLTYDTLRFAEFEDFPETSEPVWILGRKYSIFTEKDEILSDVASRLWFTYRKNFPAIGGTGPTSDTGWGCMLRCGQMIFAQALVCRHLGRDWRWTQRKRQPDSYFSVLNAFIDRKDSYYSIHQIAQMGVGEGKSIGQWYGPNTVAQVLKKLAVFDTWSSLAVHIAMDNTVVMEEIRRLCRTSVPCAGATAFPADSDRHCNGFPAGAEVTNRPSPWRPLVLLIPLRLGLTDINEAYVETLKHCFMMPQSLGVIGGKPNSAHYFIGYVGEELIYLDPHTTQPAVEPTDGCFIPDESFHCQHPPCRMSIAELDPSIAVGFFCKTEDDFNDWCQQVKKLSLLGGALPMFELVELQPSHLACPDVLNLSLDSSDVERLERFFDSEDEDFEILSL
# SENP7 inh = SENP7 protease inhibition | Q9BQF6 | recombinant SENP7, Z-RLRGG-aminoluciferin luminescence, 40 min | inhibition, % at 5 µM | 330,000 tested, 1.5% active;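 active means inhibition above about 50% at the single test dose, limit read from the data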;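 further: plate controls were DMSO with enzyme for no effect and no enzyme buffer wells for full effect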
# Target sequence (Q9BQF6 706-1050 limits assumed): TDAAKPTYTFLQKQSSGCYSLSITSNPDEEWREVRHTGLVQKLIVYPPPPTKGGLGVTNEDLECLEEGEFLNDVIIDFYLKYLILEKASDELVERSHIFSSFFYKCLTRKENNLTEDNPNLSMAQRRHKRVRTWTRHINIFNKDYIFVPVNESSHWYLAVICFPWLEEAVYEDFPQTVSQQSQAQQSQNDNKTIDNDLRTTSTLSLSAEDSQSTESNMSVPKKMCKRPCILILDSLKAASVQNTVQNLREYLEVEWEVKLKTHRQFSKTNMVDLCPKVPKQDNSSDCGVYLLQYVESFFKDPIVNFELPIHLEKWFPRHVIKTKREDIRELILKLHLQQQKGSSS
# * = called active by the depositor; i = inactive; nt = not tested or not shown.
SMILES,HKDC1 inh,GRIN3A LBD mod,SENP6 block,SENP8 block,MPTP block,PfG6PD inh,ATG4B inhibitor,SENP7 inh
COc1ccc(CCN=C(N)Nc2nc(C)cc(C)n2)cc1,-1.9,-2.4,4.9,15.2,-2.9,17.7,-3.9,1.9
O=C(CN1c2cccc3cccc(c23)S1(=O)=O)NC1CCCCC1,5.3,-0.2,11.2,i,-2.7,-7.9,-10.3,-9.7
O=C1OCCN1C(=O)[C@H]1[C@H](c2ccc([N+](=O)[O-])cc2)C(c2cccc(Cl)c2)=NN1c1ccc(Br)cc1,5.7,7.4,nt,-62.5,0.6,9.7,-4.9,8.8
COc1ccc(Br)cc1C(=O)NC(=S)Nc1cc(-c2nc3ccccc3[nH]2)ccc1C,-8.5,25.9*,6.0,-54.0,70.7*,10.4,65.0*,2.4
Cc1ccccc1NC(=O)CN1C(=O)c2cccnc2Oc2ccc(Cl)cc21,-6.3,-2.7,16.2,-9.8,2.3,-5.7,8.7,0.7
CC(=O)c1ccccc1NC(=O)CN1C(=O)CS/C1=C\c1nc(-c2ccc(C)cc2)cs1,-10.9,0.7,19.3,0.8,1.6,21.7,-6.1,-3.7
O=[N+]([O-])c1ccc(-c2cccnc2)cc1,-5.8,-2.6,nt,12.4,1.1,-11.8,0.4,nt
Cc1cc(C)nc(N2CCC(C(=O)NCc3ccco3)CC2)n1,-13.8,-1.4,8.3,-32.3,0.3,-6.2,-6.2,-2.0
CCOC(=S)SCC(=O)N1CCc2ccccc2C1C1C(=O)CC(C)(C)CC1=O (centres undefined),-3.4,1.1,-3.9,14.0,2.0,-8.4,-0.3,-1.9
CC(C)(C)OC(=O)NNC(=O)NC12CC3CC(CC(C3)C1)C2,-6.6,-0.8,7.4,17.4,-0.2,-3.6,-4.2,0.7

# 4 entries from above in another layout:
> O=[N+]([O-])c1ccc(-c2cccnc2)cc1
  HKDC1 inh = -5.8	GRIN3A LBD mod = -2.6	SENP6 block = nt	SENP8 block = 12.4	MPTP block = 1.1	PfG6PD inh = -11.8	ATG4B inhibitor = 0.4	SENP7 inh = nt

> Cc1cc(C)nc(N2CCC(C(=O)NCc3ccco3)CC2)n1
  HKDC1 inh = -13.8	GRIN3A LBD mod = -1.4	SENP6 block = 8.3	SENP8 block = -32.3	MPTP block = 0.3	PfG6PD inh = -6.2	ATG4B inhibitor = -6.2	SENP7 inh = -2.0

> COc1ccc(CCN=C(N)Nc2nc(C)cc(C)n2)cc1
  HKDC1 inh = -1.9	GRIN3A LBD mod = -2.4	SENP6 block = 4.9	SENP8 block = 15.2	MPTP block = -2.9	PfG6PD inh = 17.7	ATG4B inhibitor = -3.9	SENP7 inh = 1.9

> O=C1OCCN1C(=O)[C@H]1[C@H](c2ccc([N+](=O)[O-])cc2)C(c2cccc(Cl)c2)=NN1c1ccc(Br)cc1
  HKDC1 inh = 5.7	GRIN3A LBD mod = 7.4	SENP6 block = nt	SENP8 block = -62.5	MPTP block = 0.6	PfG6PD inh = 9.7	ATG4B inhibitor = -4.9	SENP7 inh = 8.8

# The list goes on.
SMILES,HKDC1 inh,GRIN3A LBD mod,SENP6 block,SENP8 block,MPTP block,PfG6PD inh,ATG4B inhibitor,SENP7 inh
COc1ccccc1N1CCN(C(=O)Cn2c(=O)oc3cc(S(=O)(=O)N4CCCC4)ccc32)CC1,0.1,2.9,-19.3,12.0,0.2,-16.0,-7.6,9.6
COC(=O)c1ccccc1NC(=O)c1cccc(NC(=O)CSCc2ccccc2)c1C,-8.4,3.0,-0.8,6.9,1.0,-23.2,-3.1,0.3
Cc1cccc(C(CC(=O)O)n2cccc2)c1 (centres undefined),2.6,-0.9,-3.9,9.1,-2.0,15.1,-2.2,-5.0
CC1CC(C)CN(C(=O)COC(=O)c2ccc(N3CCCC3=O)cc2)C1 (centres undefined),-4.4,-1.7,2.0,1.7,-0.5,14.5,1.5,-5.3
Cc1ncoc1C(=O)NCCC(c1ccccc1)c1ccccc1,-3.7,2.6,1.8,3.4,14.2,12.2,-15.3,1.7
CC(=O)Nc1ccc(N(C(=O)c2ccccn2)C(C(=O)NC2CCCCC2)c2ccc(F)cc2)cc1 (centres undefined),-4.1,2.0,-6.2,9.8,0.1,-4.7,-2.4,6.5
CCCn1c(C(O)c2ccc(OC)cc2)nc2ccccc21 (centres undefined),-1.0,-4.1,-7.8,9.5,-0.6,-13.4,-6.6,-5.5
CCOC(=O)c1cc(C)n(S(=O)(=O)c2ccc(C)cc2)c1C,-6.4,13.7*,14.3,26.5,0.1,-28.4,1.9,-2.8
CC1CC(C)(C)NC(=S)N1CC(=O)NCc1ccc(F)cc1 (centres undefined),0.5,-0.8,-21.2,21.7,-0.5,-4.2,1.8,-8.4
COc1ccc(C2CCCN2C(=O)Nc2ccccc2)cc1OC (centres undefined),-2.7,0.4,-8.0,3.2,-0.1,9.1,-3.1,6.5
COC(=O)c1cnc(SCc2ccc(Cl)cc2)n1C,4.0,-2.7,0.0,4.7,1.7,-3.9,8.9,-8.8
Cc1occc1C(=O)N1CCN(S(C)(=O)=O)CC1,-11.8,0.1,11.5,4.9,-2.6,5.7,-3.0,-0.8
CC(=O)Nc1cccc(N2CCCC2=O)c1,-14.9,1.7,-7.1,10.8,1.6,-2.0,-10.5,4.2
Cc1cc(NS(=O)(=O)c2ccc(NC(=O)CSc3nnc(-c4ccco4)n3Cc3ccco3)cc2)nc(C)n1,-6.1,1.0,4.0,2.5,-4.0,-24.3,-1.2,8.1
O=C(CNS(=O)(=O)c1ccccc1)NNC(=O)C(Cl)Cl,-18.6,-0.2,7.1,1.7,-0.6,-1.4,0.4,-3.8
CN1CCN(C(=O)CN2C(=O)NC(C)(c3ccc4ccccc4c3)C2=O)CC1 (centres undefined),-0.3,2.8,1.0,4.3,-1.6,-1.3,-6.1,8.3
Cc1nc(N)[nH]c(=O)c1CCCNS(=O)(=O)c1ccc([N+](=O)[O-])cc1,-5.7,-0.6,nt,22.8,-0.5,6.6,-12.3,nt
O=C(Nc1ccc(Cl)cc1)N1N=CCC1c1ccccc1 (centres undefined),3.7,-1.5,-10.3,18.3,1.3,3.3,7.8,-12.8
COc1ccc(NC(=O)c2cc(-c3ccc(C)cc3)on2)cc1OC,-2.5,-1.7,5.9,-1.9,-0.3,-11.2,3.4,-4.1
COc1cc(O)cc2cc3c(c(O)c12)C(=O)CC(C)(O)O3 (centres undefined),9.2,-1.8,58.0*,11.3,-0.6,36.8,-6.5,12.8
COc1cccc(C(C(=O)NC(C)(C)C)N(C(=O)CCC(=O)Nc2cc(C)on2)C2CC2)c1OC (centres undefined),-2.5,-0.4,-20.1,14.5,0.3,3.7,-18.8,-1.4
CC(C)Oc1ccc(C(CC(=O)O)c2ccc(F)cc2)cc1 (centres undefined),-3.4,1.4,4.5,12.5,1.7,-9.2,-1.4,6.7
COc1ccc(C(=O)N(C)CC(O)c2ccccc2)cc1OC1CCN(C(C)=O)CC1 (centres undefined),-5.2,4.3,-6.0,-0.8,0.9,7.1,-2.0,8.5
COc1ccc(C2CC(c3ccccc3)=NN2c2ccc(Cl)c(C(=O)O)c2)cc1 (centres undefined),18.6,12.8*,-4.4,-427.2,0.1,-34.4,17.0,-4.6
COC(=O)C(CC(=O)CNC(=O)c1ccccc1)NC(=O)c1ccccc1 (centres undefined),-2.2,-1.0,nt,6.6,-2.2,4.5,1.5,nt
CCCCC(=Nc1ccccc1OC)C1=C(O)CC(c2ccccc2)CC1=O (centres undefined),-1.1,0.3,-22.3,18.7,0.4,10.8,4.6,-2.4
CC(C)COc1ccc(S(=O)(=O)NNC(=O)c2cc3ccccc3o2)cc1,6.6,-20.5,-11.0,16.8,60.3*,-34.0,-2.0,4.8
CC1=NN(Cc2ccccc2)C(=O)C1C(c1ccncc1)C(C#N)C#N (centres undefined),2.8,-1.0,-8.0,24.3,2.2,3.5,-7.1,12.4
O=C(CCSc1nc(-c2ccco2)cc(C(F)(F)F)n1)NCc1ccccn1,-2.7,-2.8,-6.2,4.9,-4.6,-7.7,-2.8,1.0
CSCCOC(=O)C1=C(C)NC(=O)NC1c1ccc2c(c1)OCO2 (centres undefined),-0.9,2.0,-10.0,11.3,2.6,-2.4,-4.8,13.0
Cc1ccc(S(=O)(=O)N(C)CC(=O)Nc2nc3ccccc3s2)cc1,2.2,-11.3,-8.4,16.6,0.7,-2.6,-13.4,-0.1
CCOc1ccc(NS(=O)(=O)c2ccc3c(c2)n(C)c(=O)n3C)cc1,-0.8,6.8,-29.4,16.1,-1.2,-4.6,-4.5,-10.2
O=C(COc1ccc(Cl)cc1)NCCN1CCCCC1,-8.5,-0.9,-12.2,10.0,-0.3,4.5,1.1,-5.9
O=C(COC(=O)c1ccccc1Cl)Nc1cccnc1Cl,-3.9,1.1,5.2,11.2,0.4,4.1,-7.3,12.7
CC(C)c1ccccc1NC(=O)Cn1c(-c2ccccc2Cl)nc2ccccc21,11.6,-6.6,-16.3,25.3,7.5,-11.0,-0.3,0.2
COc1ccc(CCNC(=O)CN(C2CCCCC2)S(C)(=O)=O)cc1OC,-7.1,-1.1,-15.4,-0.6,0.0,0.5,-0.3,-4.5
CCNc1nc(NC(C)CC)nc(Oc2ccc(=O)[nH]n2)n1 (centres undefined),0.9,-2.8,-6.7,5.8,-0.8,-6.8,7.8,5.4
Cc1cccc(C)c1NC(=O)CCCCCC1NC(=O)NC1C (centres undefined),1.6,2.1,13.7,27.1,-1.1,1.6,-0.7,-13.0
CCC1CCc2c(sc(NC(=O)CSc3nc(-c4ccco4)cc(C(F)(F)F)n3)c2C#N)C1 (centres undefined),10.0,12.1*,-37.4,25.1,4.8,7.8,-19.1,-8.4
CC(C)OC1(c2ccccc2)OC(=O)c2ccccc21 (centres undefined),-1.7,-1.2,-20.6,4.1,0.3,2.8,-1.2,-9.4
Cc1ccccc1-c1ncc(CN2CCC(CO)(CCCc3ccccc3)CC2)cn1,-5.5,2.3,-5.1,3.4,1.6,-6.9,-7.1,3.1
COc1ccc(-c2nn(CCC(=O)O)cc2/C=N/NC(N)=S)cc1,-5.0,1.1,-13.8,9.6,-0.8,1.5,-1.0,-3.1
Cc1ccc(-c2cc(C(F)F)nc3sc4c(=O)[nH]cnc4c23)cc1,-5.5,0.1,5.9,i,0.2,-3.3,2.7,4.3
O=C(COC(=O)/C=C/c1cccs1)Nc1nc(-c2cccc(Br)c2)cs1,4.6,-21.6,-14.7,15.0,3.0,-13.5,-4.7,1.9
c1ccc(C2c3[nH]c4ccccc4c3CCN2Cc2cccn2-c2cccnc2)nc1 (centres undefined),5.5,-2.7,-13.9,-21.0,1.2,7.1,1.1,-7.1
COc1ccc(-c2nc(NC(=O)c3[nH]c(C)c(C(C)=O)c3C)sc2C)cc1,-0.8,0.6,-25.0,-225.5,20.9,21.0,-8.9,0.3
S=c1[nH]nc(-c2cc(-c3ccsc3)n[nH]2)n1-c1ccccc1,-1.6,-1.4,-13.8,-11.7,2.8,63.0*,-8.7,4.6
Cc1nc(N)sc1C(=O)N/N=C/c1ccc([N+](=O)[O-])cc1,-2.9,-2.3,-0.1,25.0,-0.3,-6.5,7.6,5.2
CCOC(=O)C1=C(C)NC2=C(C(=O)c3ccccc32)C1c1cccnc1 (centres undefined),-3.1,0.1,1.2,23.6,-6.6,-8.3,1.2,7.5
COC(=O)CNC(c1ccccc1)c1cc(Br)ccc1NC(C)=O (centres undefined),-13.0,-2.1,1.8,3.9,0.2,-10.3,-7.4,0.5
CCc1nn(CCCC(=O)NCc2ccccc2Br)c(=O)c2cc3occc3n12,3.5,-3.3,22.8,-50.4,0.8,-22.0,50.5*,7.1
O=C(Nc1ccccc1)N(O)c1ccc(Cl)cc1,0.2,1.7,49.6,21.7,-21.0,86.7*,-0.4,11.0
O=C(NN1C(=O)NC2(CCCCC2)C1=O)c1ccc(-c2ccc([N+](=O)[O-])cc2)o1,-0.8,2.0,-9.8,-120.4,0.6,2.8,-4.7,-5.9
